# CHT inh: inhibitors of human choline transporter CHT | High affinity choline transporter 1 (Homo sapiens), Q9GZV3 | CHT-expressing cells, membrane potential dye, choline response; hits give low values | B-score at 10 µM | hit rate 0.86% among 310,000 | AID 488975, 2010;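 active means B-score over 3 SD under the library average, and starting fluorescence ratio not unusually high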;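 further: choline stimulus applied at its EC90 after an EC20 pre-addition; B-score computed on integrated fluorescence ratio after choline addition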
# Target sequence (Q9GZV3 whole entry, looked up): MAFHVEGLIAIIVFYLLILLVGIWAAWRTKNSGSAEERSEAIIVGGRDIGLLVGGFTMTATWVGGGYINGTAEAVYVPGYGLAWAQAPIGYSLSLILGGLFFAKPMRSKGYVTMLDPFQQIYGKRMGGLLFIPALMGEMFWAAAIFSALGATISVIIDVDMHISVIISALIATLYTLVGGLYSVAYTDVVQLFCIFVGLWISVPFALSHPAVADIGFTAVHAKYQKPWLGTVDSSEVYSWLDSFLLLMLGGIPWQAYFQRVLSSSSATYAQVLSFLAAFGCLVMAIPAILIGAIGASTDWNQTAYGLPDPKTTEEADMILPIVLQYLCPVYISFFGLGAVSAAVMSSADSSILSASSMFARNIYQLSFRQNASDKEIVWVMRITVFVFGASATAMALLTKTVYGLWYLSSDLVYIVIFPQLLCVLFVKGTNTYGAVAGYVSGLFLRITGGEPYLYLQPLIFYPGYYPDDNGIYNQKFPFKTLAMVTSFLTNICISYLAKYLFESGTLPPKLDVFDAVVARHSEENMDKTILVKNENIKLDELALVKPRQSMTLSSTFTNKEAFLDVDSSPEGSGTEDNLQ
# CHT allo act: CHT positive allosteric modulators, primary screen, cell-based, membrane potential dye, choline EC20. CHT-expressing cells; hits give high values; LV-AA mutant CHT in HEK293 cells. B-score at 10 µM. hit rate 0.49% among 310,000;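 active means initial fluorescence not abnormally high and integrated response B-score, plate-corrected, over 3 SD above library mean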
# * marks the source's active call; other numbers are inactive results; i = inactive.
# A first look:
Molecule	CHT inh	CHT allo act
COc1ccc(-c2nnc3ccc(SCC(=O)NCc4ccco4)nn23)cc1OC	i	i
CN(C)C=NC(=O)c1cc(C(=O)c2ccccc2)c[nH]1	i	i

# This part in full (from the top)
Molecule	CHT inh	CHT allo act
COc1ccc(-c2nnc3ccc(SCC(=O)NCc4ccco4)nn23)cc1OC	i	i
CN(C)C=NC(=O)c1cc(C(=O)c2ccccc2)c[nH]1	i	i
Cc1ccc(S(=O)(=O)c2nc(-c3ccc(F)cc3)oc2N2CCOCC2)cc1	i	i
O=C(NC1CCCCC1)c1nc2c(nnn2Cc2ccccc2Cl)c(=O)[nH]1	i	i
O=C(CNC(=O)C1CCCCC1)NC1CCCCC1	i	i
Cc1ccc(C2=CSC3=NS(=O)(=O)CCN23)cc1C	i	i
Cc1cccn2cc(CCNS(=O)(=O)c3ccc4c(c3)OCCO4)nc12	i	i
Cc1ccc(C(CC(=O)c2ccc(Cl)cc2)C(=O)O)cc1 (stereo not given)	i	i
C=CCNC(=S)Nc1cccc(NC(=S)NCC=C)c1	i	i
COCCNC(=O)c1c(NC(=O)c2nc(SC)ncc2Cl)sc2c1CCCC2	i	i

Molecule	CHT inh	CHT allo act
CCC1(C)COC(C)(CC(=O)NNC(=O)Nc2ccccc2)OC1 (stereo not given)	i	i
CSc1ccccc1C(=O)NC1CCSc2ccccc21 (stereo not given)	i	i
CC1(c2ccccc2)NC(=O)N(CCOc2ccccc2)C1=O (stereo not given)	i	i
COc1cc(NC(=O)COC(=O)/C=C/c2ccc(OC)c(OC)c2)cc(OC)c1	i	i
CC(=O)c1c(C(C)=O)c(C)n(C2CCCCC2)c1C	i	i
COc1ccc2sc(N(CCCN(C)C)C(=O)c3nc4ccccc4s3)nc2c1	i	i
O=C(CN1C(=O)COc2ccc(S(=O)(=O)N3CCOCC3)cc21)Nc1cccc(Cl)c1	i	i
CC1CCCC(NC(=O)CCCn2c(=S)[nH]c3ccccc3c2=O)C1C (stereo not given)	i	i
COC(=O)c1ccc(CSc2nc3cc(Cl)ccc3o2)cc1	i	i
Cc1cccc(C(=O)N2CCN(c3ccc([N+](=O)[O-])c(NCc4ccco4)c3)CC2)c1	i	i

Molecule	CHT inh	CHT allo act
O=[N+]([O-])c1c(Nc2ccccc2O)cc(N2CCOCC2)c2nonc12	i	i
C=CCNC(=O)C1CCN(c2c([N+](=O)[O-])cc(C(F)(F)F)cc2[N+](=O)[O-])CC1	i	i
CC(=O)NNC(=S)Nc1cc(S(=O)(=O)N(C)C)ccc1C	i	i
O=C(c1ccccc1Cl)N(C(=O)c1ccccc1Cl)c1nccc(-c2cccs2)n1	i	i
CCCCN1C(=O)c2ccc(C(=O)NCc3ccco3)cc2C1=O	i	i
Cc1nc2ccccn2c1C(=O)OCC#N	i	i
Cc1ccc(NCCc2ccc(C)nc2)cc1	i	i
CCOC(=O)CS(=O)(=O)c1nc(-c2ccc(F)cc2)cc(C(F)(F)F)n1	i	i
Cc1ccc(NC(=O)/C(Cl)=C/c2ccccc2)cc1C	i	i
O=C(O)COc1ccccc1/C=N/NC(=O)CSc1nnc(SCc2cccc3ccccc23)s1	i	i

Molecule	CHT inh	CHT allo act
COc1cccc(-c2c(NC(=O)c3ccco3)oc3ccccc3c2=O)c1	i	i
Cc1ccc(C(C[N+](=O)[O-])n2nc(C)cc2C)cc1 (stereo not given)	i	i
COc1cc(CNCCN2CCOCC2)ccc1OCc1c(Cl)cccc1Cl	i	i
O=C(CCN1C(=O)c2ccccc2C1=O)NCCC1=CCCCC1	i	i
O=C(O)[C@H](CSCc1ccccc1)NS(=O)(=O)c1ccc(F)cc1	i	i
CCCn1c(C)nnc1SCC(=O)NC1CCCCC1	i	i
O=C(O)C(Nc1nc(C(F)(F)F)nc2ccccc12)c1ccccc1 (stereo not given)	i	i
CN(C)c1ccc(CNCC2CCCO2)cc1 (stereo not given)	i	i
O=C(NCCCNC(=O)c1cnccn1)c1cccc(F)c1	i	i
CCOC(=O)c1c(NC(=O)C2CCCO2)sc2c1CCC2 (stereo not given)	i	i

# Entries of single compounds, quoted from the list. Values in the order: CHT inh, CHT allo act
# Profile of O=C(NCCCNC(=O)c1cnccn1)c1cccc(F)c1 → i, i
# Profile of CN(C)c1ccc(CNCC2CCCO2)cc1 (stereo not given) → i, i
# Profile of COc1cc(CNCCN2CCOCC2)ccc1OCc1c(Cl)cccc1Cl → i, i
# Profile of COc1cccc(-c2c(NC(=O)c3ccco3)oc3ccccc3c2=O)c1 → i, i
# Profile of Cc1ccc(C(C[N+](=O)[O-])n2nc(C)cc2C)cc1 (stereo not given) → i, i

# (next part)
Molecule	CHT inh	CHT allo act
Cc1ccc(S(=O)(=O)NCc2ccccc2)cc1C(=O)N(C)Cc1ccc(F)cc1	i	i
O=C1NC[C@@H](Cc2ccc(O)cc2)N(CC2CCCCC2)C1=O	i	i
CCN1C(Nc2ccccc2)=NC[C@@H]1Cc1ccccc1	i	i
CC1Oc2ccccc2OC1C(=O)Nc1ccccn1 (stereo not given)	i	i
CC1=NC(=O)C(N=Nc2cccc(C(=O)O)c2)N1c1ccccc1 (stereo not given)	i	i
Nc1cc(=O)[nH]n1C1CCCC1	i	i
COc1cc(C2CC(=O)Oc3c2c(=O)n(C)c2ccccc32)cc(OC)c1OC (stereo not given)	i	i
CCCCc1c(O)nc2ccccn2c1=O	i	i
CC(NCCCOc1cccc2ccccc12)c1ccccc1 (stereo not given)	i	i
CCN(CC)CCNc1nc2c(c(=O)[nH]c(=O)n2C)n1CC(O)COc1ccc(Cl)cc1Cl (stereo not given)	i	9.5*

Molecule	CHT inh	CHT allo act
O=C(CCCn1c(=O)[nH]c2ccsc2c1=O)NCc1cccs1	i	i
O=C1NCC(c2ccccc2)C1C(=O)N/N=C/c1ccc(Cl)s1 (stereo not given)	i	i
CCCCOC(=O)CCc1c(C)n[nH]c1C	i	i
COc1ccc(/C=N/n2cnc3scc(-c4cccs4)c3c2=O)cc1OC	i	i
CCOC(=O)c1c(C)[nH]c(C(=O)CN2C(=O)NC(C)(c3ccc4ccccc4c3)C2=O)c1C (stereo not given)	i	i
Cc1ccc(-n2nnc3c(=O)n(CC(=O)OCc4ccccc4)cnc32)cc1	i	i
COc1ccccc1NC(=O)C1CCCN1S(=O)(=O)c1ccc(Cl)cc1 (stereo not given)	i	i
COc1ccc(OC)c(-c2cc(C(=O)Nc3cccc(Cl)c3)no2)c1	i	i
CCCCOP(=O)(c1ccc(N(C)C)cc1)C(O)c1ccncc1 (stereo not given)	i	i
CCC(=O)NC1=C(NC(C)c2ccccc2)C(=O)c2ccccc2C1=O (stereo not given)	i	i

Molecule	CHT inh	CHT allo act
O=C(COc1cc(O)c2c(=O)c3ccccc3oc2c1)OCc1ccccc1	i	i
COC(=O)C1CCN(C(=O)C2CCN(C(=O)[C@@H](NS(=O)(=O)c3ccc(C)cc3)C(C)C)CC2)CC1	i	i
COc1ccc(-c2nn(-c3ccccc3)cc2C(=O)O)cc1OC	i	i
CCc1cc2c3c(c1)/C(=C1/SC(N)=NC1=O)C(=O)N3C(C)(C)C=C2C	i	i
COc1ccccc1N(CC(=O)N1CCN(c2ccccc2)CC1)S(=O)(=O)c1ccc(C)cc1	i	i
COc1ccc(C(=O)Nc2ccc(C3(C#N)CCCC3)cc2)cc1	i	i
Cc1ccc(C(=O)NCc2ccco2)cc1	i	i
CCc1cccc(OCC(=O)Nc2ccc(S(=O)(=O)N3CCCC3)cc2)c1	i	i
Cc1nnc(N2C(=O)C(O)=C(C(=O)c3ccco3)C2c2ccc(C(C)C)cc2)s1 (stereo not given)	i	i
O=C(CSc1oc(-c2ccccc2)nc1S(=O)(=O)c1ccc(F)cc1)NCC1CCCO1 (stereo not given)	i	i

Molecule	CHT inh	CHT allo act
COc1cc(/C=N/NC(=O)CNC(=O)c2ccncc2)ccc1O	i	i
O=C(COC(=O)Cn1cnc2ccccc21)NCCc1ccc(Cl)cc1	i	i
Cc1cc(C)c(S(=O)(=O)c2ccc(F)cc2C)c(Cl)n1	i	i
CN(C(=O)C1CCOC1)c1nnc(C2CCOC2)s1 (stereo not given)	i	i
CCC(C)(C(=O)NC1CCCCC1)N(C(=O)c1ccccn1)c1ccccc1 (stereo not given)	i	i
Cc1ccc(N(CC(=O)NC2CCCCC2)C(=O)CCCC(=O)Nc2ccccn2)c(C)c1	i	i
CCC(=O)Nc1cccc(-c2cn3ccccc3n2)c1	i	i
COc1nccnc1NS(=O)(=O)c1ccc(N=Cc2c(C)[nH]n(-c3ccc(Cl)cc3)c2=O)cc1	i	i
CC1CCN(S(=O)(=O)c2cn(CC(=O)Nc3ccc(C#N)cc3)cn2)CC1	i	i
Cc1cccc(CN2C(=O)/C(=C\c3ccc(C(=O)NCCCN4CCN(C)CC4)cc3)Oc3ccccc32)c1	i	i

Molecule	CHT inh	CHT allo act
O=C(CN1C(=O)/C(=C\c2cccc(Cl)c2)Sc2ccccc21)NCCCN1CCOCC1	i	i
COc1ccc(/C=C/C(=O)NCc2ccccn2)cc1OC	i	i
COC(=O)c1cccc(-n2c(=O)n(Cc3ccccc3)c(=O)c3[nH]cnc32)c1C	i	i
O=c1[nH]cc(N(CCO)CCO)c(=O)[nH]1	i	i
Cc1oc(-c2ccc(Cl)cc2)cc1C(=O)NC1CCN(Cc2ccccc2)CC1	i	i
O=C(COC(=O)Cc1cccs1)Nc1ccccc1F	i	i
CC(=O)N1c2ccc(S(=O)(=O)N3CCOCC3)cc2CC1C (stereo not given)	i	i
CCCCCCCCCCCCN1C/C(=C\C(=O)OCC)c2cc(C(F)(F)F)ccc2S1(=O)=O	i	i
COc1ccccc1NC(=O)COc1ccc(C(=O)OCC(=O)N(C(C)C)C(C)C)cc1OC	i	i
COc1ccc(C(C)=O)cc1CSc1nnc(-c2ccncc2)o1	i	i

Molecule	CHT inh	CHT allo act
CC(=O)N1CCN(C(=O)CCc2cc(C(C)(C)C)c(O)c(C(C)(C)C)c2)CC1	i	i
COc1ccc(/C=C2\SC(=S)N(CCCCCC(=O)Nc3cc(C)on3)C2=O)cc1OC	i	i
COc1ccc(C2=NN(C(=O)CSc3nc4ccccc4s3)C(c3ccc(F)cc3)C2)cc1 (stereo not given)	i	i
Cc1ccc(C)c(Cn2c(=O)n(CCCC(=O)NCc3ccco3)c(=O)c3sccc32)c1	i	i
C#CCOc1ccccc1/C=N/NC(=O)c1ccccc1OCc1ccccc1	i	i
CCCCCC(=O)Nc1cccc(C2=NOC3(C2)C[C@@H](C(N)=O)N(C(=O)CC(c2ccccc2)c2ccccc2)C3)c1 (stereo not given in full)	i	i
Cc1cc([N+](=O)[O-])ccc1NC(=O)CCC(=O)N1CCCCC1	i	i
CCCCCCCCCCCC(=O)NC1CCS(=O)(=O)C1 (stereo not given)	i	i
O=C(NCc1cccnc1)c1ccccc1NC(=O)c1c(F)cccc1F	i	i
Cc1ccccc1NC(=O)CNc1ccccc1N1CCCCC1	i	i

Molecule	CHT inh	CHT allo act
Cc1cc(=O)n2c(C(=O)Nc3ccc(C(=O)OC(C)C)cc3)c(C(=O)Nc3ccccc3)sc2n1	i	i
CC1CCCCC1NC(=O)C1CCC(CNc2c(N3CCCCC3)c(=O)c2=O)CC1 (stereo not given)	i	i
COc1ccc(NC(=O)CN2C(=O)CSc3ccc(S(=O)(=O)N4CCC(C)CC4)cc32)cc1	i	i
CC(=O)c1ccc(S(=O)(=O)N2CCN(S(=O)(=O)c3ccccc3C(F)(F)F)CC2)cc1	i	i
COC(=O)CNc1c(-c2ccccc2)nc2ccc(Br)cn12	i	i
COc1cccc(N2CCN(Cc3nc4ccccc4c(=O)[nH]3)CC2)c1	i	i
Cc1ccc(Nc2nc(N)c([N+](=O)[O-])c(NCc3ccco3)n2)cc1	i	i
CC(C)C[C@H](NC(=O)c1nc[nH]c1C(=O)N1CCC(C)CC1)C(=O)OCc1ccccc1	i	i
Cc1cccc(-n2c(Cc3cc(=O)[nH]c(=O)[nH]3)nnc2SCC(=O)NCC2CCCO2)c1 (stereo not given)	i	i
O=C(COC(=O)Cc1c(Cl)cccc1Cl)Nc1ccc(OC(F)(F)F)cc1	i	i

Molecule	CHT inh	CHT allo act
N#C/C(=C\c1ccc(OCc2ccccc2)cc1)C(N)=O	i	i
O=C(c1cccs1)N1CCN(c2ncc(C(F)(F)F)cc2Cl)CC1	i	i
Cc1nn(C)c(C)c1S(=O)(=O)N(CC(=O)NCCCN1CCC(C)CC1)c1ccc(C(C)C)cc1	i	i
CCNC(=O)OCCC12CC3CC(CC(C3)C1)C2	i	i
O=C(c1cccc(Cl)c1)N1CCN(C2CCCCC2)CC1	i	i
CCOc1ccc(NC(=O)CCn2nc(C)c(S(=O)(=O)N3CCCCC3)c2C)cc1	i	i
Cc1ccc(NC(=O)C2=CC(c3cccs3)=NS(=O)(=O)N2C)cc1	i	i
Cn1nccc1C(=O)Nc1cccc(C(F)(F)F)c1	i	i
Cc1noc(NS(=O)(=O)c2ccc(NC(=O)NC(C)(C(F)(F)F)C(F)(F)F)cc2)c1C	i	i
CC1Cn2c(CCc3ccccc3)nnc2S1 (stereo not given)	i	i

Molecule	CHT inh	CHT allo act
CC(C)C[C@H](N)c1cn([C@@H](Cc2cc3ccccc3[nH]2)C(=O)N2CCNCC2)nn1	i	i
CN(C)CCNc1nc2sc3c(c2c(=O)n1-c1ccc(F)cc1)CCCCC3	i	i
[O-][n+]1c2c(nc3c1-c1ccccc1C3O)CCCC2 (stereo not given)	i	i
CC(=O)c1ccc(N2CCN(c3ncccn3)CC2)c([N+](=O)[O-])c1	i	i
O=C(N1CCOCC1)N1CCN(S(=O)(=O)c2ccccc2)C1	i	i
CN(C)C(=O)CN(c1ccc(F)c(Cl)c1)S(C)(=O)=O	i	i

# Bioassay records from PubChem.
